tim23-1 inh = tim23-1 yeast growth inhibition. 330,000 tested, 1.3% active. AID 463212. inhibition, % at 20 µM. S. cerevisiae tim23-1 growth, BacTiter-Glo luminescence, 24 h;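 active means growth inhibition of the mutant yeast at or above 50%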;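 further: temperature-sensitive mutant grown at 25 °C; plate controls were DMSO-treated mutant yeast for no effect and medium wells lacking yeast for full effect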
tim10-1 inh = growth inhibitors of tim10-1 mutant yeast | S. cerevisiae tim10-1 ts strain growth, BacTiter-Glo, 24 h | inhibition, % at 20 µM | 330,000 tested, 2.2% active;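 active means inhibition of at least 40%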;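 further: mutant grown at 25 °C; 0% = DMSO wells with yeast and 100% = wells holding no yeast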
APJ antag = antagonists of human APJ apelin receptor | P35414 | CHO-K1 APJ beta-arrestin complementation, luminescence | inhibition, % at 20 µM | 330,000 tested, 0.32% active | AID 2521;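 active means inhibition above about 40% at 20 µM, limit read from the data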;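 further: cells challenged with 10 nM apelin-13 agonist together with compound; plate controls were apelin-13 plus DMSO wells for no effect and DMSO wells lacking apelin-13 for full effect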
Target sequence (P35414 whole entry, looked up): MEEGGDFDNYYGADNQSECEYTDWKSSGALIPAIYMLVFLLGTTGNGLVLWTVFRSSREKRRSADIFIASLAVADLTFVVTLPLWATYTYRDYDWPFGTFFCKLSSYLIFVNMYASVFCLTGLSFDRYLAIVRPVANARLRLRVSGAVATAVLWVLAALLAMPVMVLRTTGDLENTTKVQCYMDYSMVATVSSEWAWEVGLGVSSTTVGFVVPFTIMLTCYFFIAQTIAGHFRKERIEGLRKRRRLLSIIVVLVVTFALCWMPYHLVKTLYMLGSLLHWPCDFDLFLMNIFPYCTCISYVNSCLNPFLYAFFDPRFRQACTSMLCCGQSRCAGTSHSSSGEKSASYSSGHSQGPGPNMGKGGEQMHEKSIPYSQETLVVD
XBP1 UPR activ = adaptive UPR (XBP1) activation; CHO-XBP1 luciferase reporter, IRE1-XBP1 UPR activation, luminescence; percent of tunicamycin response, DMSO as zero; activation, % at 20 µM; 330,000 tested, 0.33% active; AID 463104;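 active means versus positive control, 20 µM dose yields 30% or more activation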;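 further: 100% = tunicamycin at 10 µg/mL and 0% = DMSO only wells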
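Material: CHO-XBP1 cells stably carrying IRE1-XBP1-driven luciferase reporter / Amount: 1000 cells per well / Compound: 20 µM, 1% DMSO / Times: 6 h treatment, 37 °C / Detection: luciferase luminescence / Measure: % activation of reporter signal versus tunicamycin and DMSO controls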
TIM10 inh = TIM10 yeast growth inhibition; inhibition, % at 10 µM; S. cerevisiae TIM10 strain growth, BacTiter-Glo luminescence, 24 h; 330,000 tested, 1.4% active;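 active means inhibition of 40% or more at the single tested concentration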;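 further: wild-type TIM10 isogenic control strain grown at permissive 25 °C; 0% = DMSO yeast wells and 100% = minimal medium wells without yeast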
Mdm2 MdmX PPI = disrupts the human Mdm2-MdmX interaction | SaOS-2 split-luciferase Mdm2/MdmX complementation, luminescence | inhibition, % at 8 µM | 330,000 tested, 3% active | AID 485346;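 active means inhibition of at least 50% at 8 µM in the primary screen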
APJ agonist = APJ receptor agonism; P35414; CHO-K1 APJ PathHunter beta-arrestin, luminescence; 0% DMSO wells, 100% apelin; activation, % at 20 µM; 330,000 tested, 0.11% active; AID 2520;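 active means activation more than six SD over the plate average, tested at 20 µM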;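 further: 0% = DMSO alone and 100% = apelin-13 at 10 nM; some results filed as inactive read as strong as hits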
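Material: engineered CHO-K1 APJ arrestin reporter cells; amount: 1000 CHO-K1 reporter cells seeded per well; incubation: compound stimulation 90 min at 25 °C, detection 60 min; signal: luminescent beta-gal fragment complementation, chemiluminescent substrate; read-out basis: APJ agonist activity; controls: DMSO-only wells as negative, 10 nM Apelin-13 as positive control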
CHOP UPR activ = apoptotic UPR (CHOP) activation; CHO-CHOP luciferase reporter, luminescence; percent of tunicamycin response over DMSO baseline; activation, % at 10 µM; 330,000 tested, 0.34% active; AID 449763;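 active means at 10 µM dose, activation of 40% or more, normalized to positive control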;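 further: 100% = tunicamycin at 10 µg/mL and 0% = DMSO alone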
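Assay system: CHO-CHOP cells, stable luciferase reporter of PERK-eIF2a-CHOP signalling / Buffer or medium: F12 plus 10% serum / Compound dosing: one dose, 10 µM in 0.5% DMSO / Times: 6 h compound treatment, 37 °C / Technique: luciferase luminescence / Read-out: % reporter activation, DMSO baseline versus tunicamycin full activation / Benchmarks: tunicamycin and DMSO controls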
CXCR6 inh = CXCR6 (human) receptor inhibition. O00574. CHO-K1 PathHunter CXCR6 beta-arrestin, luminescence. inhibition, % at 20 µM. 360,000 tested, 0.36% active. AID 602244; in the data active means inhibition above about 34%, passing the limit was not always enough;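 further: antagonist mode with CXCL16 agonist at 10 nM final; 0% = 10 nM CXCL16 with DMSO and 100% = unstimulated wells without agonist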
Target sequence (O00574 whole entry, looked up): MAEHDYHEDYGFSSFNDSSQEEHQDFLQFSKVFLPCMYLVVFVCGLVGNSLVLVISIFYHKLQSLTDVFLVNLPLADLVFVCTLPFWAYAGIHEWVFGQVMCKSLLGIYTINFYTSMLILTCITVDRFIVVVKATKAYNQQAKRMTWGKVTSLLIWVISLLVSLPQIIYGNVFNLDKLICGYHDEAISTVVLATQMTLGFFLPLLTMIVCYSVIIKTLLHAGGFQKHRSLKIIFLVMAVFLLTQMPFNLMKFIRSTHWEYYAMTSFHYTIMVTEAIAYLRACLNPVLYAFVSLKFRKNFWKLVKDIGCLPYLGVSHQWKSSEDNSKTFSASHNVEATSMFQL
Starred values were filed as active, the others as inactive. The list is partial, so the mix of outcomes need not match the whole.

Results follow in this order: tim23-1 inh, tim10-1 inh, APJ antag, XBP1 UPR activ, TIM10 inh, Mdm2 MdmX PPI, APJ agonist, CHOP UPR activ, CXCR6 inh
> O=C(O)C1C2CCC(O2)C1C(=O)Nc1ccc(OC(F)F)cc1 (stereo not drawn)
  9.3, 0.1, -0.2, -2.5, 2.8, 20.7, -2.3, 2.4, -6.0
> Cc1ccc(S(=O)(=O)N2CCCC2CNC(=O)C(=O)NC2CCCC2)cc1 (stereo not drawn)
  10.1, -1.1, 14.2, 1.2, 3.2, 7.7, -0.2, 1.5, -10.6
> CCCOc1ccc(N2C(=O)CC(N3CCN(S(=O)(=O)c4ccccc4)CC3)C2=O)cc1 (stereo not drawn)
  23.0, 32.6, 4.0, -0.5, 17.6, -23.7, -3.1, -0.7, 0.7
> Cc1cccc(NC(=O)COc2cccc3c2CCN(Cc2ccccc2)C3=O)c1C
  6.1, 16.6, 0.9, 0.1, 26.9, 14.4, -3.1, -0.6, -3.0
> Cn1cccc1C(=O)OCC(=O)N1c2ccccc2NC(=O)C1(C)C
  10.5, 8.8, 11.9, 6.7, 13.2, -1.0, 0.0, -0.7, 4.4
> Cc1cccc(C(=O)NCC(c2ccco2)N(C)C)c1 (stereo not drawn)
  -1.2, 3.4, 9.6, -1.6, 3.9, 17.6, -3.0, -0.7, 3.5
> CC1=C(C(N)=O)C(c2ccc(Cl)cc2Cl)n2ncnc2N1 (stereo not drawn)
  3.9, 2.8, 0.6, 0.8, -13.5, -14.2, -1.5, 0.1, -3.1
> O=C(c1ccc(F)cc1)N(C(=O)c1ccc(F)cc1)c1ncccn1
  55.4*, 31.8, 12.5, 0.0, 32.8, 11.7, -1.1, 2.1, 0.7
> CN1CCN(Cc2cn[nH]c2-c2ccc(F)cc2F)[C@@H](c2ccccc2)C1
  2.7, -9.7, -5.9, -1.7, 7.2, -16.7, -1.1, -1.1, 4.4
> COc1ccc(NS(=O)(=O)c2cc3c(cc2C)N(C(C)=O)CCO3)c(OC)c1
  20.2, 20.0, 3.5, -0.5, 3.5, 14.9, 2.5, -0.3, 2.1

Some entries already given with just APJ agonist, XBP1 UPR activ and APJ antag.
| molecule | APJ agonist | XBP1 UPR activ | APJ antag |
| --- | --- | --- | --- |
| CCCOc1ccc(N2C(=O)CC(N3CCN(S(=O)(=O)c4ccccc4)CC3)C2=O)cc1 (stereo not drawn) | -3.1 | -0.5 | 4.0 |
| Cc1cccc(NC(=O)COc2cccc3c2CCN(Cc2ccccc2)C3=O)c1C | -3.1 | 0.1 | 0.9 |
| Cn1cccc1C(=O)OCC(=O)N1c2ccccc2NC(=O)C1(C)C | 0.0 | 6.7 | 11.9 |
| Cc1cccc(C(=O)NCC(c2ccco2)N(C)C)c1 (stereo not drawn) | -3.0 | -1.6 | 9.6 |

Following part.
Results follow in this order: tim23-1 inh, tim10-1 inh, APJ antag, XBP1 UPR activ, TIM10 inh, Mdm2 MdmX PPI, APJ agonist, CHOP UPR activ, CXCR6 inh
> O=C(CC1OC(=O)c2ccccc21)Nc1ccccc1N1CCOCC1 (stereo not drawn)
  20.4, -5.6, 0.6, -2.1, -5.1, -12.8, -0.6, 2.2, -6.9
> CCSc1nnc(NC(=O)CSc2nc(C)cc(C)n2)s1
  20.4, 9.7, 4.7, -3.1, 3.3, 25.9, -1.7, 1.2, -0.4
> CC(C)CN1CCC(CN(C)Cc2nc(-c3cnccn3)no2)CC1
  6.1, -16.7, -9.8, 2.5, -20.9, -20.2, -3.5, -0.5, 4.3
> OCCN1CCN(c2nc(-c3ccccc3O)nc3ccccc23)CC1
  41.1, 31.9, -1.2, 1.2, 24.2, 7.8, -2.1, 0.2, 2.6
> CCOC1=CC(=O)N(Cc2ccccc2)C1
  10.3, -4.9, 4.6, 0.1, 13.2, -10.9, 2.2, -1.7, 5.7
> CN(C)C(=O)CSc1ccccc1C(=O)OCC(=O)NC1CC1
  8.6, 12.4, 2.9, -2.7, -1.4, -6.9, -2.7, 0.2, -3.8
> O=C(Nc1ccc(Cl)c(S(=O)(=O)N2CCCC2)c1)c1nn(CCO)c(=O)c2ccccc12
  17.2, 7.2, 4.0, 0.2, 3.9, -0.6, 2.1, 1.7, -2.6
> Cc1cc(=O)oc2c3c(cc(OCC(=O)Nc4cccnc4)c12)OC(C)(C)CC3
  -4.6, 3.7, -37.1, 6.4, -11.1, 43.4, 8.4, 1.9, -1.9
> Cn1c(SCC(=O)N2CCOCC2)nc(O)cc1=O
  10.1, -18.5, 2.0, -3.8, -3.8, 6.7, -1.0, 0.0, -4.9
> CC(C)(C)C(=O)Nc1ccc(C(=O)Nc2cccnc2)cc1
  9.0, 15.1, 7.2, 1.8, 12.8, -17.9, -1.7, 1.1, -9.5
> O=C(COC(=O)Cc1ccccc1F)Nc1ccc2c(c1)OCCO2
  5.7, 5.6, -6.7, -0.1, 10.7, 5.8, -1.2, 1.2, -5.5
> CCOC(=O)CNC(=O)c1cnn2cccnc12
  -6.3, -8.4, -15.4, -3.1, -13.9, -11.2, -5.6, 0.1, -1.6
> CNc1csc(C)c(C)c1=O
  9.7, -16.1, -9.1, -2.1, -5.8, -10.3, 2.1, 1.5, -1.0
> CCOC(=O)c1c(NC(=O)CSc2nnc(C)o2)sc(C)c1C
  30.5, 9.7, -1.7, 2.9, 10.0, -6.2, -2.7, -0.3, -2.9
> O=C(O)[C@@H]1CCCN(S(=O)(=O)c2cccc3cccnc23)C1
  11.2, 6.8, 6.8, -4.3, -0.3, 10.5, -4.2, 0.9, -2.6
> COc1ccc(NC(=O)CN2CCCCCC2)cc1OC
  1.0, -17.3, 6.9, -2.2, 9.1, -2.1, -0.6, 1.4, 3.5
> Cc1sc2nc(CN3CCOCC3)nc(N3CCC(C(N)=O)CC3)c2c1C
  1.0, 9.3, 8.0, 0.2, -1.6, 15.5, -2.6, 1.9, 2.6
> O=c1sc(/C=N/Nc2ccccc2)c(Cl)n1Cc1ccccc1
  0.6, 11.5, 8.2, 0.2, 15.4, -26.5, 4.8, 3.7, -4.2
> O=C(C1CCN(S(=O)(=O)c2cccc3nsnc23)CC1)N1CCCc2ccccc21
  14.7, 32.2, -6.3, -1.9, 33.1, 6.2, -2.4, 3.3, -7.8
> CCc1nnc(NC(=O)CCC(=O)N2CCCC(O)C2)s1 (stereo not drawn)
  -12.5, -33.7, -5.2, 1.9, 3.9, 9.3, -0.8, 1.0, -1.6
> CC(=O)Oc1c(Cl)c(N2CCOCC2)c(OC(C)=O)c2ccccc12
  52.5*, 49.5*, 8.7, 7.9, 39.0, 17.7, -7.2, 3.1, -0.7
> COc1ccc(CNC(=O)Cn2cc(C(F)(F)F)ccc2=O)cc1OC
  2.0, -1.0, -3.7, 0.2, -4.2, -6.5, 0.0, -0.6, 4.1
> Cc1ccc(-n2c(-c3ccncc3)n[nH]c2=S)cc1C
  1.8, 6.3, 7.2, 1.4, -6.8, -6.6, -2.1, 0.0, -6.9
> O=C(OC(c1ccccc1)c1nccc2ccccc12)c1cc([N+](=O)[O-])cc([N+](=O)[O-])c1 (stereo not drawn)
  57.0*, 53.9*, -45.4, -2.5, 42.7*, 19.7, 4.3, 1.0, -7.2
> CCOC(=O)C(C)c1ccc2cc(OC)ccc2c1 (stereo not drawn)
  9.7, -4.7, 8.2, 1.8, 8.3, -3.2, -3.5, 0.5, 0.3
> Cc1ccccc1Nc1nc(N)nc(COC(=O)c2ccco2)n1
  12.9, 5.9, 8.4, 4.8, -2.8, -51.3, -1.3, 7.0, 1.3
> COC(=O)c1c(C)c(OC(=O)c2c(C)cc(O)c(C=O)c2O)cc(C)c1O
  0.0, -0.6, 17.3, -0.8, -17.0, 8.6, -3.5, -1.4, 3.2
> COc1ccc(NC(=O)CCCc2nnc3n(C)c(=O)c4sccc4n23)cc1
  6.3, -3.0, -1.2, -0.9, 1.3, 8.9, -4.1, 1.0, 1.5
> Cc1cc(C(=O)N/N=C/c2cc(Cl)cc([N+](=O)[O-])c2O)n[nH]1
  13.5, 19.6, 38.7, -1.3, 7.6, 24.0, -9.0, 1.4, 14.6
> CCOc1cc(CNCCCN2CCOCC2)ccc1OCC(=O)NC(C)(C)C
  -23.6, -16.9, -1.3, 0.3, -10.1, -5.5, -0.4, 0.1, 3.7
> CCc1nc2oc(C(=O)c3ccccc3)c(N)c2c2c1COC(C)(C)C2
  3.2, 14.8, 29.7, 1.4, 2.1, -2.6, 0.2, -2.2, 0.9
> O=C(Nc1ccc(C(=O)N2CCOCC2)cc1)c1cc(-c2cccnc2)nc2ccc(Br)cc12
  8.6, 1.4, 2.2, -2.6, 4.8, 24.8, 2.7, -2.0, -7.7
> CC(C)c1ccc(NC(=O)[C@@H]2CCC(=O)N2C2OC(=O)c3ccccc32)cc1 (stereo partly drawn)
  -4.7, 13.6, 5.1, 1.1, 5.1, -12.5, -1.8, 1.8, -0.3
> Cc1c(NS(=O)(=O)c2ccc(N3CCN(C)CC3)c([N+](=O)[O-])c2)c(=O)n(-c2ccccc2)n1C
  16.6, 20.6, 5.7, -2.2, 11.8, -5.2, -3.9, 1.0, -0.8
> CC(C)CNC(=O)C(=O)Nc1cc2c3c(c1)CCC(=O)N3CCC2
  3.5, 34.4, -5.1, -1.9, -4.8, 8.8, -2.4, 3.3, 3.5
> O=S(=O)(c1ccc(S(=O)(=O)N2CCN(C/C=C/c3ccccc3)CC2)cc1)N1CCCC1
  -3.7, -6.2, -15.9, -1.5, -0.2, 12.6, -1.9, -2.9, -2.5
> CC(C)C[C@H]1CN=C(Nc2ccccc2)N1CC1CCCCC1
  6.0, 3.5, 9.2, -2.9, 3.5, 38.2, 3.4, 0.3, 1.4
> Cc1ccc(/C=N/Nc2nc(Cl)c(Cl)cc2Cl)s1
  11.5, 26.7, 16.1, 6.7, 12.2, -85.6, -5.1, 4.1, 3.7
> CCOc1ccc(CCNC(=O)CN2C(=O)NC3(CCCc4ccccc43)C2=O)cc1OCC (stereo not drawn)
  1.4, 6.1, 7.8, -1.7, 0.0, 34.5, -7.1, 1.1, 6.6
> CCOc1ccc(NC(=O)/C=C/c2ccccc2)c([N+](=O)[O-])c1
  7.2, 10.9, -7.6, 2.4, -6.6, -51.1, 1.5, 3.8, -1.5
> O=[N+]([O-])c1cccc(NC(=S)N2CCc3ccccc3C2)c1
  52.1*, 28.8, 3.2, 2.6, 34.1, 6.7, -1.4, 2.5, -0.1
> CCOc1ccc(NC(=O)C2CCCN(c3nn4c(=O)cc(C)nc4s3)C2)cc1 (stereo not drawn)
  0.9, 8.0, 1.9, -5.6, -6.1, 0.8, -3.0, 0.8, 4.4
> COc1ccc(/C=C/c2ccc3cccc(O)c3n2)c(OC)c1OC
  23.3, 19.6, 31.2, 11.4, 24.0, 99.8*, -6.8, 135.3*, 38.0*
> CCCCNC(=O)c1ccc(C)c(NC(=O)C2=C(C)OCCS2)c1
  11.0, 20.3, 2.3, -7.5, -13.4, -1.7, 0.0, 1.8, 1.1

Source: PubChem BioAssay
